MLLE-PAM2 inh = blocks PAM2 peptide binding to the PABP1 MLLE domain; P11940; AID 588489; GST-MLLE / FITC-PAM2 fluorescence polarization; inhibition, % at 20 µM; actives 0.36% (n = 360,000); in the data active = inhibition above about 35%, passing the limit was not always enough;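 also: plate controls were DMSO wells with GST-MLLE for no effect and wells lacking GST-MLLE protein for full effect; some results filed as inactive read as strong as hits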
Target sequence (P11940 whole entry, looked up, the tested form may be a part): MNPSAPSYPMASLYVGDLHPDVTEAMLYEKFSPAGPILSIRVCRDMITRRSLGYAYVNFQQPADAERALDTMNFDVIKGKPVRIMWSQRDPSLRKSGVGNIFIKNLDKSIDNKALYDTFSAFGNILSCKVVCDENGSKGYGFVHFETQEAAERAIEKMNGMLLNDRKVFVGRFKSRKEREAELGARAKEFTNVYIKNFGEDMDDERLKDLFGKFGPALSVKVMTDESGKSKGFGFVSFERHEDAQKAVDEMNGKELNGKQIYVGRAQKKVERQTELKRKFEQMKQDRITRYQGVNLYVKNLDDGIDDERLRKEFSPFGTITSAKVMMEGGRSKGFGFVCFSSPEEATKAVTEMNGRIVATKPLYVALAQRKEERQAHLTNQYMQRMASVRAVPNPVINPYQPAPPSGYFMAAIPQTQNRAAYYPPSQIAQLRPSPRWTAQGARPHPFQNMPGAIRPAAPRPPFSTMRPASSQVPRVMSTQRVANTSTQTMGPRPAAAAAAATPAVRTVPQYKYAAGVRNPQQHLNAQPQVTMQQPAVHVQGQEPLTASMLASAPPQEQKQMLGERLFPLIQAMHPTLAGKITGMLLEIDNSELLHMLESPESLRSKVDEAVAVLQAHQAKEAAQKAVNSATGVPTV
SUMO1-SIM PPI = alters human SUMO1 binding to SIM partners; P63165; SUMO1 binding to a labelled peptide, TR-FRET, 1 h; inhibition, % at 20 µM; actives 0.33% (n = 360,000); AID 602429; in the data active = inhibition above about 37%
Target sequence (P63165 whole entry, looked up): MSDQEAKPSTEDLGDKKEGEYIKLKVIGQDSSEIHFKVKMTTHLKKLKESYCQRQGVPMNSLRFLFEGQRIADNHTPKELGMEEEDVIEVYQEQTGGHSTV
CSN inh = inhibitors of human CSN-mediated cullin deneddylation. actives 0.38% (n = 360,000). inhibition, % at 12.5 µM. AID 651999. Purified CSN, SCF-Nedd8-OG deneddylation, fluorescence polarization. Q92905;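 active = pattern-corrected inhibition above about 35%, with an unprinted fluorescence ratio check between 0.5 and 1.5, limit read from the data, passing the limit was not always enough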;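 also: 0% = enzyme with substrate and 100% = substrate without enzyme; some results filed as inactive read as strong as hits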
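test system = HEK293T-derived human Csn5 enzyme | amount = 0.24 nM Csn5 enzyme, final concentration | medium = Tris/NaCl/DTT buffer, pH 7.5 | schedule = 90 min reaction at room temperature | signal = FP | evaluation = inhibition of Csn5 cleavage, % | compound dosing = single dose of 12.5 µM compound with 0.25% DMSO | probe or stimulus = 10 nM SCFSkp2-Nedd8OG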
STEP block = blocks human striatal-enriched tyrosine phosphatase | P54829 | recombinant STEP, OMFP fluorogenic substrate, fluorescence | inhibition, % at 20 µM | actives 0.25% (n = 360,000) | AID 588621;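 active = inhibition at 20 µM, scaled per plate between control wells, above about 37%, limit read from the data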;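 also: 0% = DMSO with enzyme and substrate and 100% = substrate only without enzyme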
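System: STEP (striatal-enriched tyrosine phosphatase) enzyme, cell-free; medium: Bis-Tris pH 6.0 buffer with DTT, detergent; dosing: 20 µM, 1% DMSO; times: reaction 20 min, ambient temperature; detection: fluorescence, 480/540 nm; read-out basis: normalized % inhibition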
Scp1 inh = blocks human Scp-1 phosphatase activity. inhibition, % at 20 µM. Recombinant Scp1, phosphopeptide, malachite green phosphate absorbance. actives 0.88% (n = 340,000). Q9GZU7;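 active = inhibition above about 50% at 20 µM, limit read from the data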;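 also: plate controls were DMSO wells with enzyme for no effect and wells lacking enzyme for full effect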
Target sequence (Q9GZU7 76-261 limits assumed): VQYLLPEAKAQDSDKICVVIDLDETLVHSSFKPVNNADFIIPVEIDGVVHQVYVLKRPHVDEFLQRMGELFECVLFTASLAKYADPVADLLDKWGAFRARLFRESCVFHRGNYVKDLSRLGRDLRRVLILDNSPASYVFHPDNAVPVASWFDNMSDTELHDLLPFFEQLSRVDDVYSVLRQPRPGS
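Times: enzyme reaction 45 min at room temperature, colour 5 min, stabilisation 30 min. Material: SCP-1 catalytic fragment, aa 76-261. Medium: Acidic Tris acetate buffer with magnesium and detergent. Signal: colorimetric free-phosphate detection, absorbance 630 nm. Read-out basis: % inhibition of SCP-1 phosphate liberation. Reagent: Phosphorylated 17-residue peptide substrate.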
DNMT1 inh = DNMT1 (human) enzyme inhibition; inhibition (reported as % activation of signal), % at 10 µM; P26358; AID 588458; actives 0.83% (n = 360,000); DNMT1 molecular beacon, Hinp1I cleavage, fluorescence; in the data active = inhibition above about 50%
LMPTP block = blocks human LMPTP phosphatase; recombinant LMPTP-A, OMFP fluorogenic substrate, fluorescence intensity; actives 0.22% (n = 360,000); inhibition, % at 20 µM; P24666; AID 651560;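 active = compounds that cut the enzyme signal by at least half of the control window in the single-dose screen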;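 also: plate controls were DMSO wells with enzyme plus substrate for no effect and substrate without enzyme for full effect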
Target sequence (P24666 whole entry, looked up): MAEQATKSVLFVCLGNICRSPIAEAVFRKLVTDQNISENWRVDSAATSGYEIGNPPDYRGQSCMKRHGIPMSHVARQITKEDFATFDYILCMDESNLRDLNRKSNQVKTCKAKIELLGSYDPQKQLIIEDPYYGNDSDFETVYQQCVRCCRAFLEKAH
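Test system: LMPTP-A, protein tyrosine phosphatase of low molecular weight; Input: 0.625 nM enzyme; Incubation: 50 min dark incubation at room temperature; Signal: endpoint fluorescence intensity from OMFP dephosphorylation; Read-out basis: % inhibition versus control wells.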
TbMetRS inhib = blocks T. brucei methionyl-tRNA synthetase activity; purified T. brucei MetRS, ATP depletion, Kinase-Glo luminescence; inhibition, % at 11.9 µM; actives 0.4% (n = 360,000); AID 624268;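 active = inhibition above a per-plate cutoff of the control wells' mean inhibition plus 3 SD, cut at about 5.5% in these data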;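 also: 0% = DMSO wells median and 100% = median of wells with control inhibitor compound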
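technique = Kinase-Glo luminescence, ATP depletion format | system = purified MetRS (methionyl-tRNA synthetase) enzyme from Trypanosoma brucei | timing = 15 min preincubation, 2 h reaction, all 25 °C | evaluation = percent inhibition versus plate control medians | dosing = single dose, 11.9 µM final nominal, 0.9% final DMSO | also added = substrates ATP, L-methionine and bulk Escherichia coli tRNA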
Rpn11 block = blocks the human proteasome subunit Rpn11. AID 588493. actives 0.59% (n = 360,000). calls only at 20 µM. human 26S proteasome, Ub4-pepOG fluorescence polarization; 20S core pre-blocked with epoxomicin;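 active = inhibition at 20 µM, scaled to each plate's controls, above about 33%, limit read from the data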
NadD block = inhibitors of Staphylococcus aureus NadD; purified NadD enzyme, colorimetric absorbance read-out; inhibition, % at 20 µM; actives 0.78% (n = 360,000); AID 602399; in the data active = inhibition above about 26%; also: some compounds past the cut are filed as inactive
An asterisk follows results filed as active; i = inactive; . = no result given.

SMILES	MLLE-PAM2 inh	SUMO1-SIM PPI	CSN inh	STEP block	Scp1 inh	DNMT1 inh	LMPTP block	TbMetRS inhib	Rpn11 block	NadD block
COC(=O)Nc1sc2c(c1C(=O)NCc1ccco1)CCC2	1	1	-7	0	-8	-8	0.9	0.0	i	-15
O=C(CCCCCN1C(=O)c2cccc3cccc(c23)C1=O)NCCCO	1	-25	4	1	-2	2	0.9	-0.1	i	-1
CC(OC(=O)c1ccc2noc(-c3ccccc3)c2c1)C(N)=O (stereo not drawn)	-21	-31	0	0	-1	-5	-0.8	-0.3	i	-4
CCOC(=O)N1CCN(C(=O)C2CCN(S(=O)(=O)c3ccc(F)cc3)CC2)CC1	-7	2	1	3	-3	1	0.2	-0.2	i	-1
O=S(=O)(c1ccccc1)N1CCN(CCOc2ccc(F)cc2)CC1	-35	1	-7	1	.	-2	-0.9	0.3	i	3
O=C(CNS(=O)(=O)c1ccccc1)OCC(=O)c1c[nH]c2ccccc12	-15	8	2	-1	-10	-8	0.3	0.6	i	1
O=C1CC(O)(C(F)F)Oc2ccc3ccccc3c21 (stereo not drawn)	5	-2	-3	4	0	-5	-0.3	-0.5	i	-4
COC(=O)CN(C#N)c1nc(NCc2ccccc2)nc(OC)n1	5	4	1	-1	-12	4	-2.5	-0.6	i	0
COc1ccc(-c2csc(NC(C)c3nc4cc(Cl)c(Cl)cc4n3CCCO)n2)cc1 (stereo not drawn)	-84	8	0	11	4	-19	3.7	0.1	i	22
O=C(CSc1nncn1-c1ccccc1)Nc1ccc(N2CCOCC2)cc1	-18	-3	-7	0	-9	3	0.2	-0.1	i	0
CN(C)CCCNC(=O)C1(O)c2cc(Br)ccc2NC(=O)N1c1c(F)cccc1F (stereo not drawn)	-6	1	0	-1	-1	3	-6.0	-0.3	i	1
Cc1ccc(COCCN2CCN(S(=O)(=O)c3ccc(C)cc3)CCC2=O)cc1	-5	-1	-3	-1	-5	2	-1.9	-0.3	i	0
COc1ccc2c(c1O)-c1ccccc1CCN(C)C2	-2	2	-3	-2	7	-3	-1.2	-1.3	i	9
O=C(NCC1CCCO1)c1ccc(Cl)c(S(=O)(=O)N2CCCCC2)c1 (stereo not drawn)	-10	1	1	1	-4	0	-1.6	-0.4	i	-4
O=C(NCc1ccccc1)C1=C[C@H](c2coc3ccccc3c2=O)C[C@H](OCc2ccc(CO)cc2)O1	3	5	1	-1	-12	-4	-0.4	0.1	i	0
COc1ccc(C(C(=O)NC2CCCCC2)N(Cc2cccs2)C(=O)Cc2c[nH]c3ccccc23)cc1 (stereo not drawn)	5	0	-3	1	-10	-6	3.9	0.2	i	19
COc1cccc(CN2CCC(C(=O)N3CCN(Cc4ccc5c(c4)OCO5)CC3)CC2)c1	-4	-5	4	2	-13	3	0.3	-0.3	i	-8
CC(=O)OCc1c(COC(C)=O)[n+](=O)c2ccccc2n1[O-]	-1	-16	-1	-2	-2	2	-0.1	0.1	i	-1
CC(=O)Nc1ccc(C(=O)OCC(=O)c2ccc(C)c([N+](=O)[O-])c2)cc1	-8	-23	0	-3	-6	-2	0.4	-0.6	i	-10
O=C1c2ccccc2[C@@H]2C[C@H](NC34CC5CC(CC(C5)C3)C4)[C@@H](O)CCN12	-47	2	-4	-3	-1	4	-0.6	0.5	i	-5
CN(CCC#N)C(=O)Cn1nc(Cc2ccncc2)c2ccccc2c1=O	1	0	-1	-5	-14	4	-1.4	-0.2	i	0
CCOc1cc(C(=S)N2CCOCC2)ccc1O	21	-1	-3	0	0	-1	0.3	0.2	i	-2
CCC(CC)C(=O)c1c[nH]c(C(=O)NCc2ccco2)c1	-4	-2	0	-1	-25	1	-1.4	-0.5	i	-3
CCN(Cc1ccncc1)C(=O)c1cc(COc2ccc(C)c(C)c2)on1	-11	1	-1	3	-7	-1	0.4	-0.3	i	2
CC(C)C[C@@H](CO)N1CCN(Cc2ccc([N+](=O)[O-])cc2)CCC1=O	5	-22	-4	1	-6	-3	1.4	-0.2	i	0
(cont.)
SMILES	MLLE-PAM2 inh	SUMO1-SIM PPI	CSN inh	STEP block	Scp1 inh	DNMT1 inh	LMPTP block	TbMetRS inhib	Rpn11 block	NadD block
CC1Cc2cc(-c3csc(NC(=O)Cc4cccs4)n3)ccc2N1S(C)(=O)=O (stereo not drawn)	15	-4	-4	-2	-11	-4	2.4	0.1	i	-3
C=CCOc1nc2c(c(=O)n(C)c(=O)n2C)n1Cc1ccc(Cl)cc1	-1	3	-3	3	7	4	-0.3	-0.9	i	-1
COCCNc1nc2c(c(=O)n(Cc3ccccc3F)c(=O)n2C)n1C	2	5	1	1	-2	-1	0.3	-0.7	i	-6
O=C(NNC(=O)c1ccc(Cl)c([N+](=O)[O-])c1)c1ccncc1	0	-15	2	-2	-10	0	-2.3	0.8	i	-9
N#Cc1nc(-c2cccs2)oc1N1CCN(Cc2ccccc2)CC1	1	-15	-3	0	7	-2	-0.5	-0.2	i	-1
CC(CC(=O)O)CC(=O)Nc1ccccc1C(=O)O (stereo not drawn)	-7	2	2	0	-4	0	-0.7	-0.7	i	-1
COCCCn1c(SCC(=O)n2c(C)c(C)c3ccccc32)nnc1-c1ccoc1C	-28	2	1	0	6	-3	0.5	0.4	i	6
O=C(Nc1nccs1)C(c1ccccc1)N1CCCCC1 (stereo not drawn)	7	0	-1	-3	-6	1	-0.6	-1.0	i	-4
c1ccc(Nc2cc(Nc3ccccc3)[nH]n2)cc1	10	4	1	-4	0	-18	11	-0.3	i	3
O=C(Nc1ccccc1)Nn1cnnc1	-18	4	0	1	-2	-2	-0.6	0.0	i	-1
NS(=O)(=O)c1ccc(CCNC(=O)CCCNC(=O)c2ccc(Cl)cc2)cc1	-11	-4	4	0	-3	-2	-2.0	-0.1	i	-6
COc1ccc(/C=N/NC(=S)Nc2ccccc2)cc1COc1cccc(C)c1C	-3	1	4	14	-1	23	0.6	0.7	i	23
COc1ccc(-c2nn(-c3ccccc3)cc2C(=O)NC2CCC(C)CC2)cc1 (stereo not drawn)	8	-7	-3	-1	-3	2	2.2	-0.2	i	-4
CCOC(=O)Cn1nc(-c2ccc(F)cc2)oc1=O	3	2	-5	4	-8	1	-2.5	-0.2	i	1
CCCCNC(=O)CNC(=O)c1nn(-c2ccc(OC)cc2OC)c(=O)c2ccccc12	-11	3	-1	0	-10	3	0.3	-0.8	i	-3
Cc1nc(C)c(C(=O)Nc2cccc(Cl)c2)o1	-4	-1	5	2	-4	-12	-0.2	-0.6	i	-3
CC(C)(C)OC(=O)N/N=C\c1cccnc1	-2	-3	-5	0	5	-1	-0.7	-0.6	i	2
O=C(c1cc(F)c(F)c(F)c1F)N1CCN(C(=O)C2CCCO2)CC1 (stereo not drawn)	4	0	1	2	0	2	-2.1	-0.1	i	2
CCN(CC)c1ccc(/C=N/NC(=S)NCc2ccccc2)cc1	-9	0	6	0	-9	-7	4.8	-0.4	i	10
CC(C)Cn1c(-c2cc([N+](=O)[O-])ccc2Cl)nc2c1c(=O)[nH]c(=O)n2Cc1ccccc1	15	-13	2	-3	-5	-6	-0.3	-0.3	i	-1
CC(=O)Oc1ccc2c(=O)c(-c3ccccc3)coc2c1	18	2	5	-1	-7	0	-1.1	-0.4	i	-5
CC(=O)O/N=C/c1c(N2CCOCC2)n(C)c2ccccc12	-9	2	-1	-4	-5	-5	-2.0	-0.6	i	9
CCCCCCN1C[C@@H](O)[C@H](n2cc(COC(=O)c3ccccc3)nn2)C[C@@H]1c1ccc(OC)cc1	-9	1	-1	0	.	-3	5.3	-2.3	i	3
O=CNCCCc1nc2ccccc2n1CCc1ccccc1	-2	1	2	-2	1	1	0.6	2.0	i	-2
O=C(Oc1ccc(Cl)cc1)c1ccc(N2CCOCC2)c([N+](=O)[O-])c1	4	-11	-18	-1	-2	0	0.0	0.6	i	-5
Later entries:
SMILES	MLLE-PAM2 inh	SUMO1-SIM PPI	CSN inh	STEP block	Scp1 inh	DNMT1 inh	LMPTP block	TbMetRS inhib	Rpn11 block	NadD block
CC(C)NC(=O)Nc1cccc2c1O[C@H](CN(C)S(C)(=O)=O)[C@@H](C)CN([C@H](C)CO)C2=O	7	4	2	-1	-8	9	-2.2	-0.8	i	0
O=C(COc1ccc(Cl)cc1)NCCNc1ccc([N+](=O)[O-])cc1	3	-27	0	-1	-10	-3	1.6	2.9	i	-7
CC(=O)Cn1ncc(N(C)Cc2ccccc2)c(Cl)c1=O	2	7	2	1	-15	-1	-0.3	0.0	i	-3
COC(=O)c1ccc(N/C(C)=C/C(=O)c2ccc(C)o2)cc1	4	2	-6	0	-4	2	-1.3	-0.5	i	-6
Cc1cc(C)c2[nH]c(=O)c(CN(Cc3ccccc3)C(=S)NCCCN(C)C)cc2c1	-142	2	5	4	-3	-1	-0.5	-0.7	i	-7
CCc1noc(C)c1C(=O)N1CCCC(CCC(=O)NCc2ccc(F)c(F)c2)C1 (stereo not drawn)	-15	-2	-11	-3	-7	2	0.0	-0.4	i	-6
O=C(O)Cn1c(=O)cnc2ccccc21	-2	-1	-1	0	-8	0	0.4	0.1	i	-1
COc1ccc2[nH]c3c(=O)n(/N=C/[C@H]4C(C)C=C(C)CC4C)c(=O)[nH]c3c2c1 (stereo partly drawn)	-9	-8	-2	2	-4	5	0.6	0.2	i	10
COC(=O)c1c(NC(=O)CN2CCN(c3ncccn3)CC2)sc(C(N)=O)c1C	-28	18	2	4	7	1	1.7	0.5	i	-2

Full records from above. Values in the order: MLLE-PAM2 inh, SUMO1-SIM PPI, CSN inh, STEP block, Scp1 inh, DNMT1 inh, LMPTP block, TbMetRS inhib, Rpn11 block, NadD block
O=C(O)Cn1c(=O)cnc2ccccc21 in the list: -2, -1, -1, 0, -8, 0, 0.4, 0.1, i, -1
COC(=O)c1c(NC(=O)CN2CCN(c3ncccn3)CC2)sc(C(N)=O)c1C in the list: -28, 18, 2, 4, 7, 1, 1.7, 0.5, i, -2
CC(C)NC(=O)Nc1cccc2c1O[C@H](CN(C)S(C)(=O)=O)[C@@H](C)CN([C@H](C)CO)C2=O in the list: 7, 4, 2, -1, -8, 9, -2.2, -0.8, i, 0
COc1ccc2[nH]c3c(=O)n(/N=C/[C@H]4C(C)C=C(C)CC4C)c(=O)[nH]c3c2c1 (stereo partly drawn) in the list: -9, -8, -2, 2, -4, 5, 0.6, 0.2, i, 10
CCc1noc(C)c1C(=O)N1CCCC(CCC(=O)NCc2ccc(F)c(F)c2)C1 (stereo not drawn) in the list: -15, -2, -11, -3, -7, 2, 0.0, -0.4, i, -6
